E-selectin induc: E-selectin induction on HUVECs; P16581; activation, % at 7.58 µM; HUVEC E-selectin immunofluorescence imaging; normalized: neutral wells 0, TNF-alpha wells 100; 260,000 compounds, 0.37% hits;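 active means mean E-selectin-positive cell signal at least 10% of the positive control, reached in at least 60% of replicates, without over 20% cell loss; inconclusive means no rule given, readout overlaps actives, possibly toxicity-flagged; inactive means the rest, including those meeting only one limit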;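 further: in these data hits start at about 27%; measured in HUVEC primary endothelial cells; signal is the percent of cells scored E-selectin positive by PE staining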
Target sequence (P16581 whole entry, looked up): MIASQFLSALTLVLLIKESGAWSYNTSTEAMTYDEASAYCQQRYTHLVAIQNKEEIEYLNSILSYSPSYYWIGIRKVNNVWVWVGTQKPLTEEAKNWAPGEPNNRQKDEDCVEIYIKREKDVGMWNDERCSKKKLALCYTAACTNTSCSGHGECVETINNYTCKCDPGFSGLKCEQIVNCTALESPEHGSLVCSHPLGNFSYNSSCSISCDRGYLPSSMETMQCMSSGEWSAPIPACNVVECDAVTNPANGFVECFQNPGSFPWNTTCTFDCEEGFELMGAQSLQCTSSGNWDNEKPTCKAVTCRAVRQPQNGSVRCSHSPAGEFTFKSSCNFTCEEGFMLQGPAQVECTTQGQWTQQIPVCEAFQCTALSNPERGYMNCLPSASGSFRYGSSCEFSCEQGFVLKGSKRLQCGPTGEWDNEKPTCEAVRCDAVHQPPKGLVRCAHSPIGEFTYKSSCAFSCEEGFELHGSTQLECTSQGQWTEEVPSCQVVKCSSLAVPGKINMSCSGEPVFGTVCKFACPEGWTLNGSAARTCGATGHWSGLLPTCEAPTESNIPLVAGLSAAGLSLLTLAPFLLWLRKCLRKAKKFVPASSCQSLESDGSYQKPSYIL
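Read-out basis: % PE-positive cells; Test system: HUVEC primary endothelial cells; Technique: immunofluorescence imaging; Dosing: single-point compound dose.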
DENV2 CPE: DENV2-induced cell death inhibition. DENV2-infected cells, cytopathic effect rescue, plate reader. CPE inhibition, % at 9.99 µM. 350,000 compounds, 1.7% hits. AID 651640; in the data active means CPE inhibition above about 20%, passing the limit was not always enough; inconclusive means no clear call, values can overlap the other calls; tested in BHK-21 cells;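 further: 0% = median of neutral control wells and 100% = median of positive control wells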
RAD52 anneal inh: inhibitors of human RAD52 DNA annealing; recombinant RAD52 DNA annealing, FRET fluorescence; inhibition, % at 18.7 µM; 360,000 compounds, 0.46% hits; AID 651710;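 active means every replicate showing at least 50% inhibition; inconclusive means mean inhibition at least 50% but not in every replicate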
Target sequence (P43351 whole entry, looked up): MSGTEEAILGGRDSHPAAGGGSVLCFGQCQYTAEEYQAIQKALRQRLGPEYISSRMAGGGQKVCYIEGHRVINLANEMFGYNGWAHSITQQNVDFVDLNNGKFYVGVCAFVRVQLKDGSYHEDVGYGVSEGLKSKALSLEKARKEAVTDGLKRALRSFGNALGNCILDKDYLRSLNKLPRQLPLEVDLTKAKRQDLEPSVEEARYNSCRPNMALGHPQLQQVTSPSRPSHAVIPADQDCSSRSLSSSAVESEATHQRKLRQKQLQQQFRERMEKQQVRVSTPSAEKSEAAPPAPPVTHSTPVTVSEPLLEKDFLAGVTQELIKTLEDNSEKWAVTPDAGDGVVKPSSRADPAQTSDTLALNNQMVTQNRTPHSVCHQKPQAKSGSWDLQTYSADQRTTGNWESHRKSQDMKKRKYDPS
Casp6 inh: blocks human caspase-6 cleavage activity. AID 686996. purified caspase-6, Z-VEID-R110 cleavage fluorescence. inhibition, % at 12.5 µM. P55212. 350,000 compounds, 0.53% hits;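 active means mean inhibition across replicates at least about 35%, with every replicate also reaching that limit, limit read from the data; inconclusive means only one of the two criteria met; inactive means neither criterion met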;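 further: 0% = median of neutral control wells and 100% = no fluorescence left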
XiGFP reactiv: activators of X-chromosome reactivation in mouse fibroblasts. activation, % at 7.58 µM. XiGFP mouse fibroblasts, % GFP-positive cells imaging, 3 d; cells co-treated with 5-aza-dC sensitizer; scaled so ellipticine positive control = 100%. AID 743238. 360,000 compounds, 0.055% hits;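 active means mean normalized replicate activation at least 10% and every replicate at or above 10%; inconclusive means only one of the two criteria met; inactive means mean below 10% and not all replicates reach 10%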;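 further: 0% = median of on-plate neutral control wells and 100% = ellipticine 6 µM median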
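Material: SV40-immortalized XiGFP fibroblast cells, line 68-5-11 | Buffer or medium: DMEM containing 5-aza-dC | Dosing: One concentration, pinned | Times: 3 d treatment, 15 min room-temperature fixation | Controls: Ellipticine 6 µM positive control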
CFTR F508del cor: correctors of CFTR F508del function in bronchial epithelial cells; CFBE cells, YFP halide quenching; stimulated with forskolin plus potentiator P3; % fluorescence drop versus neutral controls; activity (quench increase), % at 7.58 µM; 350,000 compounds, 0.36% hits;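 active means mean added fluorescence quench of at least 8% versus neutral control, with both replicates also reaching 8%; inconclusive means only one of the mean or replicate conditions met; inactive means mean below 8% and not both replicates reaching 8%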;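 further: cells transiently co-express mutant CFTR-F508del with the halide-sensitive YFP; corrector assay measuring rescue of mutant channel to the surface after 24 h compound exposure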
RAD54 branch: RAD54 (human) branch migration inhibition | Q92698 | RAD54 Holliday junction branch migration, FAM/BHQ fluorescence | inhibition, % at 10.4 µM | 360,000 compounds, 0.14% hits;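 active means mean normalized replicate activity at least 40 and at least half of replicates scoring 40 or more; inconclusive means only one of the two criteria met; inactive means mean below 40 and under half of replicates reaching 40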;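 further: 0% = median of neutral control wells and 100% = median of positive control wells; inhibitors cause a drop in the FAM fluorescence signal; in these data hits start at about 50%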
GSIS activator: primary screen for activators of insulin secretion dependent on glucose, INS-1E cells, GLuc reporter luminescence; INS-1E GLuc reporter insulin secretion, 2-3 h; activation, % at 16.6 µM; 370,000 compounds, 0.61% hits; AID 743287;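 active means lowest replicate activation of at least 40%, so every replicate reaches that level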;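 further: 0% = median of neutral control wells and 100% = median of IBMX positive control wells; some compounds called inactive have numbers as strong as hits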
* = called active by the depositor; ? = inconclusive; · = not tested or not shown.

A first look:
SMILES	E-selectin induc	DENV2 CPE	RAD52 anneal inh	Casp6 inh	XiGFP reactiv	CFTR F508del cor	RAD54 branch	GSIS activator
COc1ccc(NC(=O)c2c(C)noc2C(C)C)cc1S(=O)(=O)N1CCCCC1	0.4	4.3	-11.1	0.0	0.3	-1.1	3.2	-6.8
Cc1sc2nc[nH]c(=O)c2c1-c1ccc(F)cc1	·	-4.3	-23.6	-0.3	0.2	2.1	10.3	19.0
CCCC#Cc1ccc2c(c1)O[C@H](CN(C)C(=O)CN(C)C)[C@H](C)CN([C@H](C)CO)S2(=O)=O	0.0	?	29.5	-2.0	0.1	-0.7	6.2	8.1

The list itself (from the top)
SMILES	E-selectin induc	DENV2 CPE	RAD52 anneal inh	Casp6 inh	XiGFP reactiv	CFTR F508del cor	RAD54 branch	GSIS activator
COc1ccc(NC(=O)c2c(C)noc2C(C)C)cc1S(=O)(=O)N1CCCCC1	0.4	4.3	-11.1	0.0	0.3	-1.1	3.2	-6.8
Cc1sc2nc[nH]c(=O)c2c1-c1ccc(F)cc1	·	-4.3	-23.6	-0.3	0.2	2.1	10.3	19.0
CCCC#Cc1ccc2c(c1)O[C@H](CN(C)C(=O)CN(C)C)[C@H](C)CN([C@H](C)CO)S2(=O)=O	0.0	?	29.5	-2.0	0.1	-0.7	6.2	8.1
CCOC(=O)C1CCN(CC(=O)N2CCc3ccccc32)CC1	0.8	-7.0	-14.0	-1.8	-0.1	-2.3	-4.3	8.5
COc1ccc(-c2ccc3c(c2)[C@@H]2[C@@H](CCN2C(=O)C2CCOCC2)[C@H](CO)N3C)cc1	0.0	-11.5	·	·	0.2	0.1	-1.3	10.4
CCCCn1c(=O)[nH]c(=O)c2c(C(=O)OCC)cc(-c3ccc(OC(F)F)cc3)nc21	·	·	-12.9	-3.0	-0.1	-1.0	4.7	7.2
C=CCn1c(=NC(=O)c2ccccc2[N+](=O)[O-])sc2cc(S(C)(=O)=O)ccc21	-3.2	5.5	-0.8	2.3	0.3	·	·	5.0
COC(=O)[C@]1(Cc2ccccc2)NC=C(C(=O)c2ccc(F)cc2)[C@@H]1c1ccccc1	-0.3	-14.2	-8.3	-4.1	-0.1	2.0	·	-6.9
COc1cccc(NC(=O)CSc2nnc(Cc3ccc(C)cc3)c(=O)n2N)c1	-1.5	4.0	-11.3	1.6	0.9	-0.9	·	-6.4
CN(C)CCCOc1ccc(-c2ccc3nccn3c2)cn1	-0.6	2.2	-5.0	-44.0	-0.1	-0.9	16.7	·
CC(=O)c1cnc(-c2ccccn2)s1	-0.1	?	-11.2	5.0	0.0	1.9	·	19.2
COc1cc(/C=C/C(=O)N2CCN(C)CC2)cc(S(=O)(=O)N2CCc3ccccc32)c1OC	-0.1	-5.0	-11.6	-2.0	-0.1	0.3	2.7	6.4
COc1ccc(CCNC(=O)CCCn2c(=S)[nH]c3ccsc3c2=O)cc1OC	0.0	5.7	-8.7	-5.0	-0.1	1.8	6.9	·
CCCNC(=O)N1C[C@H](O)COC[C@@H]2O[C@H](CC(=O)N3CCN(C)CC3)CC[C@H]21	0.1	-5.0	-30.8	-4.0	0.0	-0.6	0.3	0.1
COc1ccc(CCNC(=O)CS(=O)(=O)Cc2nc(-c3ccc(C)cc3)oc2C)cc1OC	-0.2	0.1	-6.9	-2.2	-0.1	0.5	0.9	-11.8
CCCNC(=O)N1[C@H](CO)[C@@H](c2ccc(-c3ccccc3F)cc2)[C@@H]1C#N	-0.3	-2.1	6.3	1.9	-0.1	2.7	-2.2	-13.1
CCCNC(=O)C[C@H]1CC[C@H]2[C@@H](COC[C@H](O)CN2C(=O)c2cc(Cl)cc(Cl)c2)O1	0.0	1.8	8.2	0.9	0.1	-0.9	-2.3	-9.9
COc1ccc(CN(C)C[C@@H]2OCCCC[C@@H](C)Oc3ccc(N(C)C)cc3C(=O)N([C@H](C)CO)C[C@H]2C)cc1	0.7	12.4	12.9	-0.7	-0.2	-1.6	8.2	-1.0
CCN1[C@@H]2Cn3c(ccc(-c4ccccc4F)c3=O)[C@H]1[C@@H](C(=O)N1CCOCC1)[C@@H]2CO	-0.1	-1.0	2.8	2.7	0.4	·	7.2	8.4
CN(C)C(=O)C[C@@H]1C=C[C@@H](NC(=O)C2CCOCC2)[C@H](CO)O1	-0.1	11.0	9.9	0.8	0.3	0.8	·	6.0

Entries of single compounds as entered above:
`COc1cccc(NC(=O)CSc2nnc(Cc3ccc(C)cc3)c(=O)n2N)c1` across the screens: E-selectin induc: -1.5; DENV2 CPE: 4.0; RAD52 anneal inh: -11.3; Casp6 inh: 1.6; XiGFP reactiv: 0.9; CFTR F508del cor: -0.9; RAD54 branch: ·; GSIS activator: -6.4
`CN(C)C(=O)C[C@@H]1C=C[C@@H](NC(=O)C2CCOCC2)[C@H](CO)O1` across the screens: E-selectin induc: -0.1; DENV2 CPE: 11.0; RAD52 anneal inh: 9.9; Casp6 inh: 0.8; XiGFP reactiv: 0.3; CFTR F508del cor: 0.8; RAD54 branch: ·; GSIS activator: 6.0

Copied from the list:
E-selectin induc result of COc1ccc(CCNC(=O)CCCn2c(=S)[nH]c3ccsc3c2=O)cc1OC → 0.0
XiGFP reactiv result of CCN1[C@@H]2Cn3c(ccc(-c4ccccc4F)c3=O)[C@H]1[C@@H](C(=O)N1CCOCC1)[C@@H]2CO → 0.4

Going on with the list:
SMILES	E-selectin induc	DENV2 CPE	RAD52 anneal inh	Casp6 inh	XiGFP reactiv	CFTR F508del cor	RAD54 branch	GSIS activator
O=S(=O)(Nc1nc2cc3c(cc2nc1Cl)OCCO3)c1ccccc1	0.1	-3.2	1.2	8.1	0.0	1.4	·	3.2
O=C(CSc1ccccn1)N/N=C/c1cccc([N+](=O)[O-])c1	·	46.4*	-16.2	-0.8	-0.1	0.3	-0.6	-6.3
COc1ccccc1OC(C)C(=O)NNC(=S)NC1CCCC1 (stereo not given)	0.0	-1.0	-10.7	1.5	0.2	-3.0	·	27.4
C[C@@H]1CN([C@H](C)CO)C(=O)c2cc(NS(=O)(=O)c3ccc(F)cc3)ccc2O[C@@H]1CN(C)C	-0.1	-1.5	-8.9	1.5	-0.7	-2.4	1.6	10.6
COc1ccc(NC(=O)C[C@H]2C(=O)N(Cc3cccnc3)C[C@@H]2Cc2ccccc2)cc1	-10.1	2.8	3.6	-3.7	0.0	4.3	-5.0	-4.2
CCCN(C)C[C@@H]1Oc2cc(C#Cc3ccccc3)ccc2S(=O)(=O)N([C@@H](C)CO)C[C@H]1C	0.7	-5.7	-7.5	6.2	0.0	-0.8	-13.0	16.7
CC(C)CC#Cc1ccc([C@H]2[C@@H](CO)N3CCCCN(C(=O)c4ccc5c(c4)OCO5)C[C@@H]23)cc1	0.1	23.7*	-24.2	-0.7	0.0	0.3	6.2	-15.0
COc1cccc(OC(=O)c2ccccc2)c1OC(=O)c1ccccc1	-0.8	-2.8	-7.9	-5.9	0.0	-2.0	3.9	·
Cc1cc(C)n2nc(/C(C#N)=C/c3ccccn3)c(C#N)c2n1	·	0.7	-22.0	-2.0	0.0	1.2	1.5	9.6
CCCCSCCCNC(=O)Nc1ccc(CC)cc1	-0.8	1.0	0.4	-1.5	0.0	1.1	·	-24.6
C[C@H](CO)N1C[C@H](C)[C@H](CN(C)C(=O)c2ccncc2)Oc2ncc(-c3ccc(F)cc3)cc2C1=O	-0.1	·	·	·	-0.1	2.9	·	11.3
CN(c1ccc(C(=O)N2CCN(Cc3ccccc3)CC2)cc1)S(=O)(=O)c1ccccc1	-0.5	2.4	-0.5	-1.4	0.3	1.6	10.0	56.3*
CCNC(=O)C1(C)CCN1CCC(=O)c1ccc(C)cc1 (stereo not given)	5.0	9.0	5.4	-1.0	-0.1	-4.3	-8.9	12.6
C[C@@H]1CN([C@@H](C)CO)C(=O)c2cc(NC(=O)Cc3ccccc3)ccc2O[C@H]1CN(C)S(=O)(=O)c1cccs1	10.1	13.1	8.8	1.7	-0.1	-0.5	-18.0	-10.4
CCS(=O)(=O)c1ccc2c(c1)NC(=O)C(CCO)O2 (stereo not given)	1.9	15.3	-12.0	-0.9	0.2	-2.6	·	3.1
C[C@H](CO)N1C[C@H](C)[C@@H](CN(C)C(=O)Nc2ccccc2)Oc2c(NC(=O)Nc3ccc(F)cc3)cccc2C1=O	-0.3	19.2	-7.0	-0.5	-1.2	0.9	-1.6	-4.7
Cc1nn(-c2ccccc2)c(Cl)c1/C=C1\SC(=S)N(CCCCCC(=O)O)C1=O	·	4.1	-11.3	5.3	0.0	-3.2	·	3.2
CCOC(=O)C1CCN(C/C=C/c2ccccc2[N+](=O)[O-])CC1	-0.2	-1.8	-8.3	1.7	-0.1	-3.1	-0.7	7.6
C[C@@H]1CN([C@H](C)CO)C(=O)Cc2cc(NC(=O)Cc3cn(C)c4ccccc34)ccc2O[C@H]1CN(C)C	0.4	0.0	1.3	-3.0	0.1	-0.6	-7.2	23.9
C[C@H](CO)N1C[C@H](C)[C@@H](CN(C)S(C)(=O)=O)Oc2ccc(NC(=O)c3ccncc3)cc2CC1=O	2.0	?	-6.4	2.0	0.0	3.6	7.8	9.4
CC1(c2nnnn2-c2ccc3c(c2)OCCO3)CCC(=O)N1Cc1cccnc1 (stereo not given)	-0.1	1.1	-9.4	1.8	-0.1	-2.6	·	1.1
CCCN1CCN(C(=O)c2ccc3[nH]c(C)c(C)c3c2)CC1	0.5	-7.4	-18.2	-12.0	0.1	-1.0	-7.9	3.7
Cc1noc(C)c1NC(=O)N(C)C[C@H]1Oc2c(NS(=O)(=O)c3cccs3)cccc2C(=O)N([C@@H](C)CO)C[C@@H]1C	0.1	?	-17.2	2.7	-0.8	-5.3	1.2	8.8
CCCS(=O)(=O)c1nc(S(=O)(=O)c2ccc(C)cc2)c(NCCCN(C)C)s1	3.1	7.8	-12.2	-0.7	0.0	-0.6	·	8.0
Cc1ccc(NC(=O)C2CC(=O)n3ncnc3N2)cc1 (stereo not given)	·	8.0	-4.1	3.6	·	2.7	8.1	-3.5
CCC(=O)N1CCC(C)(C(=O)Nc2ccc3c(c2)OCO3)C1 (stereo not given)	0.0	5.5	-12.3	0.6	-0.1	2.6	16.3	-2.8

Screens deposited in PubChem BioAssay by Broad Institute.
